Assay outcomes (PubChem)
DAX1 inh-1: NR0B1 (DAX1) inhibition; HEK293 Gal4-DAX1 luciferase reporter, luminescence; inhibition, % at 6.75 µM; 340,000 compounds, 0.99% hits; AID 504766;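 active = inhibition above the mean over all tested compounds plus 3 SD, cut at about 4.2% in these data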;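 note: 0% = DAX1-transfected cells with DMSO and 100% = empty-vector control cells with DMSO; inhibition shows as a rise in luminescence from relieved DAX1 repression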
sPLA2-III inh: Blocks human group III sPLA2 activity; QFRET BODIPY PC-A2 liposome hydrolysis, fluorescence; inhibition, % at 12.2 µM; 370,000 compounds, 0.56% hits; AID 743126;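 active = inhibition above mean plus 3 SD of compounds lying within the high and low control bounds, cut at about 19% in these data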;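 note: 0% = median of test compound wells and 100% = no enzyme DMSO wells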
FXN GAA850 act: increases GAA850 frataxin promoter reporter activity | HEK293 lucGAA850 FXN promoter luciferase reporter, 24 h; percent of 10 µM SAHA response | activation, % at 6 µM | 360,000 compounds, 0.56% hits | AID 540364;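 active = activation above the average of all compounds screened plus 3 SD, cutoff fixed separately per campaign, cut at about 7.5% in these data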;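 note: 0% = DMSO wells and 100% = 10 µM SAHA wells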
PLC-beta3 inh: inhibitors of human phospholipase C beta3; Purified PLC-beta3, fluorogenic substrate, fluorescence; Q01970; 370,000 compounds, 0.18% hits; inhibition, % at 12.2 µM; in the data active = inhibition above about 11%;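 note: 0% = median of compound wells on plate and 100% = full blocker control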
DAX1 inh-2: DAX1 (NR0B1) inhibition, primary screen; HEK293T StAR-luciferase reporter, SF-1/DAX-1 repression relief; inhibition, % at 6.8 µM; 370,000 compounds, 1.1% hits; AID 652010;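 active = inhibition above the mean over all tested compounds plus 3 SD, cut at about 3.6% in these data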;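 note: 0% = DAX-1 cells with DMSO and 100% = cells lacking DAX-1 with DMSO; higher inhibition means more luminescence from relief of DAX-1 repression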
ssDAF12 agonist: S. stercoralis DAF-12 activation, primary screen | HEK293 ssDAF-12/GRIP1 lit1-tk-luc reporter, luminescence; % of 3 µM dafachronic acid response | activation, % at 6.8 µM | 370,000 compounds, 1% hits | AID 652126;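 active = activation above the mean over all tested compounds plus 3 SD, cut at about 0.9% in these data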;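 note: 0% = DMSO-only wells and 100% = 3 µM delta7-dafachronic acid wells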
hgDAF12 agonist: activates the H. glycines DAF-12 receptor ligand-binding domain | HEK293 GAL4-hgDAF12 UAS-luciferase reporter, agonist luminescence; normalized to butyrate control | activation, % at 6.8 µM | 370,000 compounds, 1.8% hits | AID 687014;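 active = activation above a cutoff set at the mean of all screened compounds plus 3 SD, cut at about 10% in these data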;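 note: 0% = DMSO wells and 100% = sodium butyrate wells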
ADAM17 inh: ADAM17 inhibition, QFRET primary screen. P78536. recombinant ADAM17, EDANS/DABCYL FRET peptide cleavage. inhibition, % at 6.95 µM. 370,000 compounds, 0.83% hits. AID 720648;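 active = inhibition above the mean of compounds lying between control limits plus 3 SD, set per campaign, cut at about 8.5% in these data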;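 note: 0% = DMSO-only wells as the low control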
ADAM10 inh: ADAM10 inhibition, QFRET primary screen; recombinant ADAM10, EDANS/DABCYL FRET peptide cleavage, 3 h; AID 720582; 370,000 compounds, 0.62% hits; inhibition, % at 7 µM;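 active = inhibition above a per-campaign cutoff equal to the mean of compounds falling between control-based bounds plus 3 SD, cut at about 20% in these data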;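 note: 0% = DMSO wells while the 100% control is not disclosed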
PLC-gamma1 inh: blocks human PLC-gamma1 enzyme activity; 370,000 compounds, 0.84% hits; purified PLC-gamma1, fluorogenic substrate, fluorescence; AID 720700; inhibition, % at 12.2 µM; P19174; in the data active = inhibition above about 9.5%
hcDAF12 agonist: activates DAF-12 receptor from parasite H. contortus | HEK293 hcDAF-12 lit1-tk-luc reporter, luminescence; 0% DMSO, 100% Δ7-dafachronic acid | activation, % at 6.8 µM | 370,000 compounds, 1.4% hits | AID 652067;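 active = activation above the mean of all tested compounds plus 3 SD, cut at about 5.5% in these data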;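 note: 100% = response to 3 µM Δ7-dafachronic acid high control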
Active calls of the source: *; x = no result given.

SMILES	DAX1 inh-1	sPLA2-III inh	FXN GAA850 act	PLC-beta3 inh	DAX1 inh-2	ssDAF12 agonist	hgDAF12 agonist	ADAM17 inh	ADAM10 inh	PLC-gamma1 inh	hcDAF12 agonist
COc1cc(/C=N/NC(=O)NC2CCCCC2)ccc1O	-2.6	-3	1.0	-9	-0.2	-1.6	-1.1	-11	-12	0	-0.6
COc1ccc(C(C)=O)cc1CN(C)C	-0.7	9	4.2	-3	-0.2	-1.4	0.0	-3	-7	1	-2.2
CCN(CC)S(=O)(=O)c1cc(NC(=O)COC(=O)c2c(C)noc2C)ccc1C	-1.7	-1	2.4	-2	-2.5	-1.5	-0.8	-4	3	-1	-1.6
COc1ccc(C(=O)NCCn2nc(C)cc2C)cc1OC1CCN(C(C)=O)CC1	-0.3	5	-0.6	-6	0.0	-1.1	-0.4	4	6	0	-1.8
O=[N+]([O-])c1ccc2nonc2c1Nc1ccccc1	0.7	11	6.6	-3	-0.8	-1.1	-1.0	-7	-7	-4	-2.5
COc1ccc(C(=O)COC(=O)CCCC(=O)NC2CCCCC2)cc1	0.7	14	-0.9	-12	-0.7	-1.3	-3.3	-5	1	-3	-1.1
Cc1ccsc1/C=N/NC(=S)NCc1ccccc1	-0.5	4	0.7	-5	-1.7	-1.8	-0.1	5	6	1	-0.5
COc1cc(NC(=O)NCC2CCN(Cc3ccccc3F)CC2)cc(OC)c1	-0.8	-11	-1.2	-1	-0.2	-1.3	-0.1	2	2	-1	-2.5
CCCc1cc(C(=O)N2CCCC(CO)(CCCc3ccccc3)C2)n(C)n1 (stereo unspecified)	-0.1	2	1.1	-7	-2.5	-1.8	-0.7	-4	-2	0	-0.1
CC(=O)Nc1ccc(C(/C=C/c2ccccc2)Cc2ccccc2)cc1 (stereo unspecified)	x	-22	x	-6	-0.9	-1.4	2.9	6	16	-4	-2.1
Cc1ccc(OCCC(=O)OCC(=O)Nc2ccc3c(c2)OCO3)cc1	0.7	1	0.3	-10	0.6	-1.4	2.2	0	-3	-2	1.5
Cc1onc(-c2c(Cl)cccc2Cl)c1C(=O)NNC(=O)c1c(-c2c(Cl)cccc2Cl)noc1C	1.1	-12	-1.8	-3	0.2	-1.1	2.5	1	7	1	-1.5
CC1(c2ccc(OC(F)F)cc2)NC(=O)N(CC(=O)N2CCN(C(=O)c3ccco3)CC2)C1=O (stereo unspecified)	0.0	4	-0.1	-4	0.6	-1.3	-0.4	3	-10	4	-0.9
C[C@H](c1ccccc1)N1C[C@@H](COCc2ccccc2)Oc2cccc(Oc3ccccc3)c2S1(=O)=O	x	-3	x	1	-0.4	-0.9	1.0	3	9	6	-2.2
CC(=O)NNC(=O)c1ccncc1	0.9	2	-1.5	5	0.7	-1.2	-2.3	1	6	2	-2.4
COc1ccc(/C=C/C(=O)Nc2cccc(S(=O)(=O)NC3=NCCCCC3)c2)c(OC)c1	-1.3	-16	1.8	-30	-2.2	-1.8	-1.2	-13	-60	-18	-2.8
CCOC(=O)N(C)C[C@@H]1OCc2cnnn2CCCC(=O)N([C@@H](C)CO)C[C@@H]1C	1.1	11	-1.8	9	1.8	-0.2	-2.1	7	9	8	0.5
CCCCC[C@H](C)N1C[C@H](COCc2ccccc2)Oc2cc(N3CCC[C@H]3COC)ccc2S1(=O)=O	x	-5	x	3	0.0	-0.6	1.9	2	-1	-4	2.2
Cc1ccc(NC(=O)C2CCCN2C(=O)OCc2ccccc2)cc1F (stereo unspecified)	1.0	0	-3.0	-7	0.7	-2.0	-2.9	-1	-2	2	0.3
CCCC(C(=O)NCc1ccc(OC)cc1)N(Cc1ccco1)C(=O)c1snc(C(N)=O)c1N (stereo unspecified)	1.3	-10	-2.5	-57	-1.0	-1.4	-1.6	-45	-110	-38	-2.4
CCOCCc1nnc(NC(=O)c2cccs2)s1	3.0	3	1.3	-1	0.2	-1.3	-1.4	-5	4	-1	-1.7
CSc1nsc(SC)c1C(=O)N1CCN(S(=O)(=O)c2ccc(C)cc2)C1C (stereo unspecified)	-1.2	-5	0.4	0	0.9	-1.4	-0.4	-2	-5	4	-2.5
Cc1cccc(NC(=O)CSc2nnc(CNC(=O)c3ccc(S(=O)(=O)N(C)C)cc3)n2-c2ccc(F)cc2)c1	-0.8	-26	-2.5	0	-0.4	-2.1	-1.2	2	7	1	-0.6
CC(C)c1onc(C(=O)N2CCCCC2)c1[N+](=O)[O-]	-0.1	9	1.4	3	0.1	-0.4	-0.1	1	-3	1	-0.4
CCOc1ccc(S(=O)(=O)NCCC(=O)N2CCN(c3ccccc3O)CC2)cc1	-0.4	-19	0.1	2	-1.6	-0.5	-0.4	1	2	0	-0.1
The list goes on:
SMILES	DAX1 inh-1	sPLA2-III inh	FXN GAA850 act	PLC-beta3 inh	DAX1 inh-2	ssDAF12 agonist	hgDAF12 agonist	ADAM17 inh	ADAM10 inh	PLC-gamma1 inh	hcDAF12 agonist
O=C(COC(=O)c1cccc(O)c1)Nc1ccc(S(=O)(=O)N2CCOCC2)cc1	0.4	-12	0.5	-4	-0.7	-0.9	1.2	0	-3	-1	-1.0
CCn1cc(C2=NC(C(C)C)CO2)c2ccccc21 (stereo unspecified)	0.7	5	1.9	1	-0.6	-0.5	3.4	-4	-14	1	-1.0
COc1cc(NC(=O)Cn2cnc(S(=O)(=O)N3CCCC3)c2)cc(OC)c1OC	0.8	-6	0.5	-4	0.5	-1.0	3.4	-4	-4	1	-1.5
CC1(S(=O)(=O)O)CC(=O)c2ccccc2C1=O (stereo unspecified)	-1.9	-7	-1.6	-16	-3.0	-0.9	-3.4	-2	4	-16	-0.4
O=[N+]([O-])c1ccc(N/N=C\c2cccn2-c2ccccc2)nc1	-2.6	9	2.0	-44	-1.3	-0.7	-1.4	6	19	-34	-2.1
Cc1ccc(N(C(C)C(=O)N2CCN(Cc3ccccc3)CC2)S(C)(=O)=O)cc1 (stereo unspecified)	-1.7	0	-0.7	-7	-0.3	-1.9	-2.4	-2	-5	1	-0.6
Cc1nc(C)c(C(=O)OC(C)C(=O)Nc2ccc(F)cc2)s1 (stereo unspecified)	0.4	1	0.7	-5	0.6	-1.2	0.8	-3	-4	-1	-2.3
COc1ccc(CCNC(=O)c2ccc(N(C)S(=O)(=O)c3ccc(C)cc3)cc2)cc1OC	-2.4	-9	-0.1	2	-0.7	-2.1	-5.9	5	-4	3	-2.7
O=C(NCCCN1CCOCC1)c1cc(S(=O)(=O)N2CCN(c3ccccc3)CC2)ccc1Cl	2.9	-1	-1.0	-7	-1.3	-0.9	-1.2	1	1	2	-0.7
COc1cc(OC)c(C(=O)NNC(=O)CN(C)S(=O)(=O)c2ccc(Cl)cc2)cc1OC	0.1	0	-1.7	-4	-0.5	-1.6	-0.3	-3	-5	1	-1.6
COc1ccc(OC)c(CN2CCN(C(=O)CNC(=O)c3cc(C)cc(C)c3)CC2)c1	-0.6	-6	-0.8	-4	1.2	-1.3	-1.1	2	-7	0	-1.9
COc1ccc(NC(=O)C2Cc3c(-c4cccc(F)c4)ccnc3O2)cc1OC (stereo unspecified)	x	-10	-0.2	0	-4.0	-2.1	-5.5	-3	0	-1	-5.1
Cc1noc(C(=O)N2CCN(Cc3ccc4c(c3)OCO4)CC2)c1Cl	-0.9	-1	-0.2	4	-1.2	-1.9	-1.7	-2	-6	2	0.5
Cc1cccc(C)c1OCc1nnc(NC(=O)CSc2ccc(Cl)cc2)s1	1.0	0	-1.4	0	1.0	-1.6	-2.0	-1	4	7	0.4
c1coc(-c2ccnc(-c3ccncc3)n2)c1	1.4	5	3.2	-8	1.3	-2.1	1.1	-4	-10	-4	-0.9
COc1ccc(C(=O)NCC(=O)N2CCN(c3ccc(Cl)cc3)CC2)cc1	-1.4	-2	-1.2	-2	-0.3	-1.4	-2.1	0	1	1	-1.8
Cc1ccc(-n2c(SCC(N)=O)nc(O)cc2=O)cc1	-0.1	-1	1.1	0	-0.3	-0.9	0.8	-2	-5	-3	0.2
